Apoferritin bind – candidate novel general anesthetic via apoferritin binding; apoferritin/1-aminoanthracene competitive binding, fluorescence; AID 485281; Potency, µM (titrated, usually from 77.5 µM), inactives show at the highest dose activity change, negative = displacement, actives largely listed as inhibitors; P02791; hit rate 0.074% among 350,000; further: potency means the concentration at half of the fitted maximal effect; on the % scale 0 is the no-effect control and ±100 the full control effect; nearly all actives have a fitted effect of over 20% in size
Target sequence (P02791 2-175 limits assumed): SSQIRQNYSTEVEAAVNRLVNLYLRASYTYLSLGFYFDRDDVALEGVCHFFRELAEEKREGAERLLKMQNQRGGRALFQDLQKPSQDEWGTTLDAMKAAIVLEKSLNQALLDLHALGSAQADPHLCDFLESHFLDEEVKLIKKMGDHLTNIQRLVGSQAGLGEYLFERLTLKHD
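Horse-spleen apoferritin (10 uM) in 50% saturated 1-aminoanthracene in PBS was incubated 10 min at room temperature with compound. Fluorescence (ex 380, em 535 nm) was normalized to free and bound 1-AMA, with concentration-response fitted by a four-parameter Hill equation.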
D1 ag – activates the human D1 dopamine receptor | P21728 | HEK293 T-REx D1 cells, calcium flux, agonist mode | activation, % at 2 µM | hit rate 1% among 360,000; in the data active means activation above about 30%; further: 0% is about no effect
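Inducible HEK293 T-REx D1 cells, force-coupled to calcium signalling, were plated at 4000 cells/well with tetracycline and held overnight at 30 C. After no-wash calcium dye loading, compound-evoked calcium rise over 180 s flagged agonists.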
RXFP1 ag – agonists of human relaxin receptor RXFP1. Q9HBX9. AID 2676. Potency, µM (highest dose often 57.5 µM), for inactives: at the highest dose activation, most hits filed as activators. hit rate 0.3% among 370,000. HEK293T-RXFP1 cAMP TR-FRET, 30 min; response scale: percent of porcine relaxin response, buffer zero; further: potency means the concentration at half of the fitted maximal effect; on the % scale 0 is the no-effect control and ±100 the full control effect; nearly all actives have a fitted effect of over 60% in size; many of its hits are not listed in these tables
Target sequence (Q9HBX9 whole entry, looked up): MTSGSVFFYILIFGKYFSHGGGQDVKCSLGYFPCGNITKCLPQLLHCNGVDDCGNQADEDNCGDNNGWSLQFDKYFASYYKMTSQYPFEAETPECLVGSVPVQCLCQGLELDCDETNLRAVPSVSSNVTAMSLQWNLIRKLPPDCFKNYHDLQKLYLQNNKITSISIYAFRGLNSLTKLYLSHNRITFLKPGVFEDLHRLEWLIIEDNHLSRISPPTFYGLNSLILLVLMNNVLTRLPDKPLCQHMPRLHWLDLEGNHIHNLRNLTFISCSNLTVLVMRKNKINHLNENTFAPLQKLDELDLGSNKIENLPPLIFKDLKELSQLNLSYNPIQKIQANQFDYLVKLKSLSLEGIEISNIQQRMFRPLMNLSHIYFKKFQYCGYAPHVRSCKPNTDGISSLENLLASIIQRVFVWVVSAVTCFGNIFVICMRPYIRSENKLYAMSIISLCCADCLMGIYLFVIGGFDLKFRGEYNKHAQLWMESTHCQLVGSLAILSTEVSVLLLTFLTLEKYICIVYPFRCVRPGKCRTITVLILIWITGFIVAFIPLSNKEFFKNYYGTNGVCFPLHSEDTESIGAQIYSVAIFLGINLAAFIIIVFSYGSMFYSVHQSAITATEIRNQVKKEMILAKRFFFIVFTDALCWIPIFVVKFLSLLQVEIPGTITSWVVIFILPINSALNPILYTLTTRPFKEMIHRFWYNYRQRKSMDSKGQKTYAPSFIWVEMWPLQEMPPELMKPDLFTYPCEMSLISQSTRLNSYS
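HEK293 cells stably expressing RXFP1, treated 30 min at 37C with compounds plus PDE4 inhibitor Ro 20174; cAMP measured by HTRF TR-FRET. Normalized to buffer and 29 nM porcine relaxin; EC50 by Hill fit.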
D1 antagonist – human D1 dopamine receptor antagonism | HEK293 TREx D1 cells, calcium flux, dopamine EC80; stronger effect = lower value | activity change, negative = inhibition, % at 10 µM | hit rate 3.2% among 360,000; in the data active means activity change below about -30%; further: on the % scale 0 is the no-effect control and ±100 the full control effect
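Using tetracycline-induced force-coupled D1 Hek293 cells and a calcium dye, signals were followed for 180 s after compound, then for 180 s after EC80 dopamine, to detect inhibitors.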
D1 potentiator – enhances dopamine response at the human D1 receptor; AID 504651; P21728; hit rate 0.036% among 360,000; HEK293 TREx D1 cells, calcium flux, dopamine EC20 potentiation; potentiation, % at 10 µM; in the data active means potentiation above about 30%; further: 0% is about no effect
D2 PAM – D2 dopamine receptor (human) potentiation; potentiation, % at 10 µM; HEK293 T-REx D2, calcium flux, EC20 dopamine potentiation; AID 485347; P14416; hit rate 0.34% among 340,000;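 active means potentiation over 3 SD above the plate norm, cut at about 30% in these data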; further: 0% is about no effect
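Potentiation of an EC20 dopamine calcium response is measured in a force-coupled, tetracycline-inducible Hek293 Trex D2 line. Compound-only kinetic reads over 180 s flag agonists before dopamine addition.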
TRHR ag – agonists of human TRH receptor; P34981; TRHR cells, calcium flux fluo-8, FDSS agonist mode; activation, % at 2 µM; hit rate 0.18% among 360,000; AID 493084; in the data active means activation above about 30%; further: 0% is about no effect
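Fluo-8-loaded TRHR cells; 10 s baseline, compound added, kinetic Ca2+ fluorescence read 1/s, agonist mode.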
TRHR PAM – TRH receptor (human) allosteric enhancement; TRHR cells, fluo-8 calcium fluorescence, EC20 TRH enhancement; enhancement, % at 2 µM; AID 493056; hit rate 0.66% among 360,000; P34981; in the data active means enhancement above about 30%; further: 0% is about no effect
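TRHR-expressing cells loaded with fluo-8 calcium dye were read kinetically (ex 480/em 530) during compound addition, then stimulated with an EC20 of TRH (10 nM final). Enhancement of the Gq-mediated intracellular calcium response was scored.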
RXFP1 antagonist – antagonists of human relaxin receptor RXFP1; Q9HBX9; HEK293-RXFP1, relaxin-stimulated cAMP HTRF, 30 min; stronger effect = lower value; hit rate 0.59% among 350,000; activity change, negative = inhibition, % at 57.5 µM; AID 1259400;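 active means activity change of -60% or lower, but not beyond a set lower limit; inconclusive means change between -60% and -40%, or beyond the set limit; inactive means change above -40%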; further: on the % scale 0 is the no-effect control and ±100 the full control effect
* = called active by the depositor; u = inconclusive; x = not tested or not shown; & = joins results of further samples. Unless noted, the call rests on the fitted dose curve; in most records, active means well fitted curve in the direction sought with a large enough effect; inconclusive means small, poorly fitted or top-dose-only effect, or another doubt; inactive means no such curve, though single readings can be large; an effect the other way counts as inactive or inconclusive.

Second line of a record – Apoferritin bind	D1 ag	RXFP1 ag	D1 antagonist	D1 potentiator	D2 PAM	TRHR ag	TRHR PAM	RXFP1 antagonist
O=C(NCc1ccco1)c1ccc(S(=O)(=O)c2cccc(S(=O)(=O)N3CCOCC3)c2)cc1
 : 2%	4	0.9%	-12	-2	-4	-0.3	-5	-7
COc1ccc(CCNC(=O)COc2cccc3c2OC(C)(C)C3)cc1OC
 : x	7	-0.7%	16	0	-1	-0.3	3	-13
CC(=O)Nc1ccc(S(=O)(=O)N2CCC(Oc3ccc(-n4cnnn4)cc3)CC2)cc1
 : -8%&0%	7&3	-0.1%&3.7%	-20&-24	6&-1	10&1	0.3&1.7	5&-6	u
Cc1ccc(-n2nnc(-c3nsc(NC(=O)c4cccc(Cl)c4)n3)c2C)cc1C
 : -11%	3	2.9%	-9	8	9	0.4	3	-3
CCOC(=O)C1CCN(C(=O)c2cc3ccccc3oc2=O)CC1
 : -5%	3	0.8%	1	-1	x	1.1	-6	21
COc1ccc(NC(=O)CSc2nnc(Cc3cccn3C)n2-c2ccc(OC)cc2)cc1
 : -4%	0	2.0%	-7	0	15	-0.5	1	-15
COc1ccc(S(=O)(=O)NC2CCCC2)cc1NC(C)=O
 : -2%	1	-1.0%	24	-8	5	-0.2	1	5
O=C(OC1C2CCC1C1CN(CCc3ccccc3)CC12)c1ccccc1 (configuration not stated)
 : 6%	7	1.1%	-22	-4	-19	0.6	2	-4
C/C(=N\NC(=O)c1cc(-c2cccnc2)nc2ccccc12)c1ccccc1O
 : 3%	0	0.4%	2	2	7	-0.7	10	-10
COc1ccccc1OCC(=O)Nc1ccc2c(c1)C(=O)N(CC1CCCO1)C2=O (configuration not stated)
 : -19%	0	-0.6%	-13	-2	2	-0.5	24	14

(next part)
Second line of a record – Apoferritin bind	D1 ag	RXFP1 ag	D1 antagonist	D1 potentiator	D2 PAM	TRHR ag	TRHR PAM	RXFP1 antagonist
CCCN(CC(=O)Nc1ccccc1OC)C(=O)c1cc(-c2cccs2)nn1-c1ccccc1
 : x	6	2.5%	3	2	-3	0.3	-7	-18
COc1ccccc1N1C(=O)C2C(c3ccccc3F)NN(C(=O)c3ccc(C)cc3)C2C1=O (configuration not stated)
 : 3%	11	-2.5%	-13	-1	13	-0.6	4	x
COCCNC(=O)c1onc(CSc2ccccc2C)c1C(=O)O
 : -7%	1	0.6%	9	0	9	0.6	10	x
O=C(CN1C(=O)/C(=C/c2ccccc2)SC1=S)NC1C=CS(=O)(=O)C1 (configuration not stated)
 : 5%	1	0.5%	-4	2	8	-0.3	15	-16
COc1ccc(NC(=S)N2CCC(NC(=O)C3CCCCC3)CC2)cc1
 : -3%	1	0.0%	-9	-3	12	0.0	3	-29
COc1ccc(N=C2C(=Nc3ccc(OC)cc3)N(c3ccc(OC)cc3)C(=S)N2C)cc1
 : -19%	2	-1.8%	x	0	12	-0.8	2	-8
O=C(COC(=O)c1cc(-c2ccccc2)nc2ccccc12)NCC1CCCO1 (configuration not stated)
 : -20%	1	3.3%	-4	1	-3	-0.3	-6	-17
CC1=C(C(=O)Nc2ccccc2C)C(c2cccs2)n2nc(SCc3cc(C)ccc3C)nc2N1 (configuration not stated)
 : -7%	0	0.4%	4	1	8	0.0	-1	-4
O=C(NCc1ccc2c(c1)OCO2)Nc1cccc2ccccc12
 : -4%	2	-0.9%	-5	1	-18	-0.6	-7	-1
COc1cc(OC)c(Nc2nc3ccccc3c3nncn23)cc1Cl
 : 4%	0	2.4%	5	1	-9	1.5	14	0

The list goes on.
Second line of a record – Apoferritin bind	D1 ag	RXFP1 ag	D1 antagonist	D1 potentiator	D2 PAM	TRHR ag	TRHR PAM	RXFP1 antagonist
CCOC(=O)c1ccc(NC(=O)c2cnccn2)cc1
 : 0%	4	0.2%	8	0	-9	0.1	-10	-1
C=CCOc1ccc(/C=C2/C(=O)ON=C2C)cc1OC
 : -8%	5	4.1%	25	2	x	1.1	-3	-12
CSC[C@@H]1NC(=S)N(c2ccc(C)cc2)C1=O
 : 3%	4	0.2%	29	2	-10	0.5	-8	-29
CC1CN(C2CCCCC2)c2nc3c(c(=O)[nH]c(=O)n3C)n2C1 (configuration not stated)
 : 2%	-2	1.9%	16	5	x	-1.8	1	-11
COc1ccc2c(CNCc3ccco3)c(C(=O)O)n(Cc3ccc(F)cc3Cl)c2c1
 : -20%	0	1.8%	9	2	-7	0.3	-5	-35
O=C(c1ccc(Cl)s1)N1CCN(c2nc3ccccc3s2)CC1
 : -11%	10	-1.4%	-10	3	7	0.2	-3	x
CCc1cccc(C)c1NC(=O)c1ccc2c(c1)CCN2S(=O)(=O)CC
 : 1%	9	-6.5%	-19	-4	-10	-0.1	0	x
COc1cc2c(cc1OC)CN(C(=O)/C=C/c1ccccc1[N+](=O)[O-])CC2
 : 7%	3	0.2%	-19	-4	3	-0.4	-3	4
Cc1ccc(C)c(NC(=O)NCCN2CCCCC2)c1
 : -3%	2	0.6%	-16	-6	2	-1.1	7	-77*
Cc1ccc(S(=O)(=O)/C(C#N)=C/c2ccccc2OCc2ccccc2)cc1
 : -13%	2	-0.3%	8	-11	-5	0.6	-3	-22

4 entries from above, ordered by their value in TRHR PAM, highest first.
| Structure | TRHR PAM |
| --- | --- |
| CCc1cccc(C)c1NC(=O)c1ccc2c(c1)CCN2S(=O)(=O)CC | 0 |
| COc1cc2c(cc1OC)CN(C(=O)/C=C/c1ccccc1[N+](=O)[O-])CC2 | -3 |
| COc1ccc2c(CNCc3ccco3)c(C(=O)O)n(Cc3ccc(F)cc3Cl)c2c1 | -5 |
| CSC[C@@H]1NC(=S)N(c2ccc(C)cc2)C1=O | -8 |

(more compounds)
Second line of a record – Apoferritin bind	D1 ag	RXFP1 ag	D1 antagonist	D1 potentiator	D2 PAM	TRHR ag	TRHR PAM	RXFP1 antagonist
CCC1(CC)NC(=O)N(CC(=O)OCC(=O)Nc2cc(OC)ccc2OC)C1=O
 : x	1	-0.2%	-4	-4	3	0.5	-3	3
COc1ccc(N(CC(=O)Nc2ccccc2Cl)S(=O)(=O)c2ccc(C)cc2)cc1OC
 : 28%	3	2.4%	4	-5	5	-0.2	1	-3
CC(C)C1Oc2ccccc2N(CC(=O)N(Cc2ccncc2)Cc2ccco2)C1=O (configuration not stated)
 : -9%	2	-2.4%	-4	-1	6	0.0	-11	1
O=C(CCN=C1NS(=O)(=O)c2ccccc21)OCC(=O)c1ccccc1Cl
 : x	7	1.4%	9	-3	5	0.5	2	-6
CCC1=C(OC(=O)N(CC)CC)N2C(=O)OC(=NCCc3c[nH]c4ccccc34)[C@]2(C)[C@H]2C1=CC[C@H]1C(=O)N(C)C(=O)[C@H]12
 : -15%&-6%	0	0.3%	12	2	-7	-0.4	4	x
Cc1nc(Nc2ccccc2)sc1C(=O)Nc1ccccc1
 : 7%	2	0.9%	2	-3	0	-0.1	9	-11
CCN(CC)CCN1C(=O)C(O)=C(C(C)=O)C1c1ccccc1[N+](=O)[O-] (configuration not stated)
 : -7%	1	2.6%	5	-4	13	0.0	1	-14
COc1cc(OC)cc(OC(=O)C2CCN(S(=O)(=O)c3ccc(OC)c(OC)c3)CC2)c1
 : x	2	1.5%	-2	-6	3	-1.3	-5	-10
CC(=O)Nc1ccc(NC(=O)c2ccc(N(C)S(=O)(=O)c3ccc(C)cc3)cc2)cc1
 : -6%	4	0.4%	4	5	-4	-0.8	0	-25
CCOc1cc(C#N)c(NC(=O)c2ccc(OC)c(S(=O)(=O)N3CCN(c4ccccc4)CC3)c2)cc1OCC
 : 2%	0	1.8%	34	4	-2	0.4	-6	-4

Later entries.
SMILES	Apoferritin bind	D1 ag	RXFP1 ag	D1 antagonist	D1 potentiator	D2 PAM	TRHR ag	TRHR PAM	RXFP1 antagonist
O=C(c1ccccc1[N+](=O)[O-])N1CCN(c2ccc(N3CCOCC3)nn2)CC1	x	0	-1.7%	12	-6	0	-0.4	-9	4
O=C(NCc1ccc(C(F)(F)F)cc1)C1CC(c2ccccc2C(F)(F)F)=NO1 (configuration not stated)	-20%	9	3.8%	54	2	5	-0.1	-3	x
Cc1ccc(-n2c(C)nnc2SCC(=O)NNC(=O)c2ccco2)cc1	-4%	3	-0.1%	3	-1	11	0.2	-2	-3
CCCS(=O)(=O)NCCc1csc2nc(-c3ccc(C)cc3)nn12	-12%	11	4.5%	x	-1	0	0.1	1	-11
CCN(CC)CC(=O)Nc1cc(N(C)C)nc2ccccc12	-12%	0	1.4%	7	-6	-13	-0.8	9	-13
Cc1onc(-c2ccccc2Cl)c1C(=O)N1CCCCC1C (configuration not stated)	6%	2	0.5%	1	-4	-7	0.7	5	5
CCN(CC)CCCNC(=O)c1nn2c(C(F)(F)F)cc(-c3ccccc3)nc2c1Cl	5%	6	1.8%	0	-1	9	-0.9	9	-6
Cc1ccc(-n2nc(C(=O)N3CCN(c4ccccc4F)CC3)c3c4ccccc4n(C)c3c2=O)cc1	-5%	5	0.3%	2	1	-1	3.1	2	8
Cc1ccc(NC(=S)/N=C(\N)Nc2nc(C)c3cc(C)c(C)cc3n2)cc1C	-13%	3	3.2%	0	0	-12	0.4	-2	8
O=C(O/N=C(\c1ccccc1)c1ccccn1)c1ccc(Cl)c(Cl)c1	-12%	3	0.0%	-3	2	-3	-0.9	-3	2
Cn1c(=O)n(C)c2cc(NC(=O)c3ccccc3[N+](=O)[O-])c(Br)cc21	-6%	2	0.6%	16	-4	x	-1.7	-7	3
NS(=O)(=O)c1ccc(NS(=O)(=O)c2ccc(NC(=O)c3ccc(-c4ccccc4)cc3)cc2)cc1	u	11	-0.7%	12	-2	-5	1.4	11	-6

Another view of 3 compounds above.
CCN(CC)CC(=O)Nc1cc(N(C)C)nc2ccccc12
  Apoferritin bind: -12%
  D1 ag: 0
  RXFP1 ag: 1.4%
  D1 antagonist: 7
  D1 potentiator: -6
  D2 PAM: -13
  TRHR ag: -0.8
  TRHR PAM: 9
  RXFP1 antagonist: -13

CCCS(=O)(=O)NCCc1csc2nc(-c3ccc(C)cc3)nn12
  Apoferritin bind: -12%
  D1 ag: 11
  RXFP1 ag: 4.5%
  D1 antagonist: x
  D1 potentiator: -1
  D2 PAM: 0
  TRHR ag: 0.1
  TRHR PAM: 1
  RXFP1 antagonist: -11

Cc1ccc(-n2nc(C(=O)N3CCN(c4ccccc4F)CC3)c3c4ccccc4n(C)c3c2=O)cc1
  Apoferritin bind: -5%
  D1 ag: 5
  RXFP1 ag: 0.3%
  D1 antagonist: 2
  D1 potentiator: 1
  D2 PAM: -1
  TRHR ag: 3.1
  TRHR PAM: 2
  RXFP1 antagonist: 8

This is a subset; count on the stated rates, not on these rows.
